Screening data: PubChem BioAssay, National Center for Advancing Translational Sciences (NCATS)
PTHR1 agonist: activates the human parathyroid hormone receptor PTHR1 | 410,000 tested, 0.075% active | HEK293 GP2 PTHR1 cells, GloSensor cAMP luminescence, 1 h | Q03431 | AID 743266 | Potency, µM (top dose mostly 115 µM), for the others: at the highest dose activation, hits mostly activators; further: potency means the concentration at half of the fitted maximal effect; nearly all actives have a fitted effect of over 55% in size; some results filed as inactive show a strong effect at the top dose; inactives centre near -15; many of its hits are not listed in these tables
Target sequence (Q03431 whole entry, looked up): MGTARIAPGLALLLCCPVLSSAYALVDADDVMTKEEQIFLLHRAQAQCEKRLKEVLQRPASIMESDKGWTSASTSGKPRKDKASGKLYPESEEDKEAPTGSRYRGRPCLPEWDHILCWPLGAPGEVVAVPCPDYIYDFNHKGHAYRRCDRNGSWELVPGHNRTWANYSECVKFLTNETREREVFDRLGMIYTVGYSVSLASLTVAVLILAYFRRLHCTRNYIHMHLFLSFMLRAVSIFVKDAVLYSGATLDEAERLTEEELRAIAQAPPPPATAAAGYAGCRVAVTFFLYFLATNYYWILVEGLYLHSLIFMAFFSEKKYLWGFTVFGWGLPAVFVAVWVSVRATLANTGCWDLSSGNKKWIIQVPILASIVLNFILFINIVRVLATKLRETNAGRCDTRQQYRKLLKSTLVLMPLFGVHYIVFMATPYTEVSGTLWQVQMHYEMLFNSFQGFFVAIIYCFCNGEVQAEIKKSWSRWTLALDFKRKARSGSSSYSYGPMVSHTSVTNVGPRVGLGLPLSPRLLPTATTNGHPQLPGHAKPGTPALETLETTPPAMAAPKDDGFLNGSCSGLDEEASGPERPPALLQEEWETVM
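HEK-293-derived GP2 cells expressing PTHR1 and a GloSensor cAMP reporter, 3,000/well, plated overnight, given luciferin plus IBMX (each 0.5 mM as added) for 1 h at 37 °C, then compound for 1 h at 37 °C. Luminescence was read after 15 min at room temperature.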
TDP-43 yeast inh: rescues yeast growth from TDP-43 toxicity; TDP-43 expressing yeast growth rescue, BacTiter-Glo, 24 h; Potency, µM (highest dose often 46.1 µM), inactives show at the highest dose growth rescue (activation), usual class: activators; 410,000 tested, 1.8% active; further: potency means the concentration at half of the fitted maximal effect; % of control where 0% means no effect; nearly all actives have a fitted effect of over 50% in size
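Growth rescue of TDP-43-toxic yeast measured as ATP luminescence (BacTiter-Glo). Cells grown to mid-log in raffinose, induced in galactose at OD600=0.02, exposed to compound 24 hr at 30 deg C.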
GLP1R cytotox: cytotoxic in the GLP-1 receptor inverse agonist counter-screen | HEK293 cAMP-luciferase reporter cells, luminescence, 24 h | 410,000 tested, 0.13% active | Potency, µM (top dose mostly 38.3 µM), without a hit: at the highest dose activity change, negative = inhibition, most hits filed as inhibitors | AID 624418;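 further: loss of luciferase light is scored as toxicity; potency means the concentration at half of the fitted maximal effect; on the % scale 0 is the no-effect control and ±100 the full control effect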
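Compound-treated cells are incubated 24 hr at 37 deg C under 5% CO2 after a 12 hour attachment period, then luciferase detection reagent is added and luminescence is measured following 12 min at room temperature; lowered signal indicates toxicity.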
GLP-1R inv ag: GLP-1 receptor (human) inverse agonism; P43220; HEK293 GLP-1R CRE-luciferase, luminescence, 24 h; GLP-1R form is constitutively active; Potency, µM (titrated, usually from 38.3 µM), inactives show at the top dose activity change, negative = inhibition, most hits filed as inhibitors; 410,000 tested, 1.6% active; AID 624417; further: potency means the concentration at half of the fitted maximal effect; on the % scale 0 is the no-effect control and ±100 the full control effect; nearly all actives have a fitted effect of over 55% in size
Target sequence (P43220 whole entry, looked up): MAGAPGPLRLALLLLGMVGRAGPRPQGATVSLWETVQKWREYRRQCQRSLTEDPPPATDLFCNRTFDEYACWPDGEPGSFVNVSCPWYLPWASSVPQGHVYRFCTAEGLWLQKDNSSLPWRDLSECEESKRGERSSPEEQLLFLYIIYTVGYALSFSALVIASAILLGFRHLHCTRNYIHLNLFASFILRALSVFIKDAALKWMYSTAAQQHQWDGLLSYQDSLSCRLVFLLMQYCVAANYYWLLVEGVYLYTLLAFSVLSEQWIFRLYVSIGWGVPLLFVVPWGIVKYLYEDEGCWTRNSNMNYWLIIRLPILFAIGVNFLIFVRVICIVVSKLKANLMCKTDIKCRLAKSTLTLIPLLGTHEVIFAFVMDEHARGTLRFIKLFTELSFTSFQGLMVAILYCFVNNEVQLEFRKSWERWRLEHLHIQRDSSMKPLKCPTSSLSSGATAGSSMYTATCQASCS
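Inverse agonists were sought by their lowering of basal cAMP reporter luciferase output in HEK293 cells stably carrying constitutively active human GLP-1R, after 24 h compound treatment.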
aSyn rescue: inhibitors of alpha-synuclein toxicity in yeast | Yeast expressing alpha-synuclein, growth rescue, BacTiter-Glo, 24 h | Potency, µM (highest dose often 46.1 µM), for inactives: top-dose growth rescue (activation), hits mostly activators | 370,000 tested, 0.14% active | AID 652106; further: potency means the concentration at half of the fitted maximal effect; % of control where 0% means no effect; nearly all actives have a fitted effect of over 65% in size
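Readout is rescue of growth in alpha-synuclein-expressing yeast, so inhibitors of toxicity appear as activators. Growth after 24 hr at 30 deg C in galactose medium is quantified by luminescence.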
MmCpn inh: inhibitors of Methanococcus maripaludis chaperonin (MmCpn); purified Mm-Cpn ATPase, ADP Transcreener TR-FRET; Potency, µM (highest dose often 76.9 µM), without a hit: top-dose activity, negative = inhibition, most hits filed as inhibitors; 330,000 tested, 0.031% active; AID 504842; further: potency means the concentration at half of the fitted maximal effect; on the % scale 0 is the no-effect control and ±100 the full control effect; nearly all actives have a fitted effect of over 80% in size
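Quantitative HTS used 25 nM Mm-CPN and 10 uM ATP in magnesium/KCl Tris buffer, pH 7.4, with 1 mM DTT. Hydrolysis ran 30 min at 37°C; ADP was read by HTRF.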
Abeta rescue: restores growth of yeast expressing A-beta42 peptide. 410,000 tested, 0.063% active. yeast expressing A-beta42, growth rescue, OD600, 48 h; response scale: 0% DMSO, 100% iron-clioquinol control. AID 1347071. Potency, µM (series often up to 46.1 µM), inactives show at the top dose growth rescue, actives largely listed as activators; further: potency means the concentration at half of the fitted maximal effect; nearly all actives have a fitted effect of over 55% in size
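Yeast growth medium received pinned compounds, then yeast cells expressing toxic A-beta were added; plates incubated at 30 C for 48 hr. Growth read as absorbance at 600 nm, normalized to DMSO and equimolar FeCl3 plus clioquinol controls.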
Akt phos inh: Akt phosphorylation inhibition; 360,000 tested, 0.32% active; Neuro2A IGF-stimulated pAkt S473 HTRF, 20 min; hits give low values; activity change, % for hits at 50 µM; AID 651550; in the data active means activity change below about -80%; inconclusive means mostly about -51% to -80%; further: on the % scale 0 is the no-effect control and ±100 the full control effect
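Neuro2A cells (4,500/well, DMEM with 0.5% FBS) were treated with compound at a single 50 µM final concentration, stimulated with 6 nM IGF for 20 min at 37 °C, and lysed. Phospho-Akt Ser473 was read by HTRF as 665/615 ratio ×10^4.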
FUS suppressor: suppressors of FUS proteinopathy in yeast. S. cerevisiae FUS-expressing, growth rescue, OD600, 24 h. Potency, µM (titrated, usually from 76.6 µM), inactives show top-dose growth rescue (activation), usual class: activators. 390,000 tested, 0.24% active. AID 1347120;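 further: potency means the concentration at half of the fitted maximal effect; plate controls were DMSO vehicle for no effect and reference control for full effect; nearly all actives have a fitted effect of over 55% in size; some results filed as inactive show a strong effect at the top dose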
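Yeast FUS proteinopathy model; galactose-induced FUS (2%), starting OD 0.005. Cpds in dilution series, 24hr, 30C, 99% humidity. Abs 600 nm growth. Pos ctrl CP55940 (top 92uM final); neg ctrl DMSO.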
Active calls of the source: *; [ ] = another dose, or the depositor's remark. Unless noted, the call rests on the fitted dose curve; in most records, active means well fitted curve in the direction sought with a large enough effect; inconclusive means small, poorly fitted or top-dose-only effect, or another doubt; inactive means no such curve, though single readings can be large; an effect the other way counts as inactive or inconclusive.

CCn1c(SCc2ccc(Cl)c(Cl)c2)nnc1C(C)NC(=O)c1ccc(OC)cc1 (configuration not stated) was read as PTHR1 agonist -54.9%[inhibitor], TDP-43 yeast inh 11.9%, GLP1R cytotox -0.6%, GLP-1R inv ag -7.5%, aSyn rescue inconclusive, MmCpn inh 2.0%, Abeta rescue 8.0% and Akt phos inh inactive.
`Cc1c(Cl)cccc1N(CC(=O)N1CCCCCC1)S(C)(=O)=O` gave PTHR1 agonist -5.4%, TDP-43 yeast inh -10.1%, GLP1R cytotox 4.0%, GLP-1R inv ag 11.4%, aSyn rescue 1.4%, MmCpn inh 1.6%, Abeta rescue 6.9%, Akt phos inh inactive and FUS suppressor -3.6%.
Cc1ccc(NC(=O)Cn2cccc2)c(Br)c1 was read as PTHR1 agonist -1.9%, TDP-43 yeast inh 0.5%, GLP1R cytotox -2.5%, GLP-1R inv ag 0.0%, aSyn rescue 6.6%, MmCpn inh 0.3%, Abeta rescue 1.2%, Akt phos inh inactive and FUS suppressor -11.6%.
COc1ccc(OC)c(NC(=O)c2nc(-c3ccccc3)oc2C)c1 was read as PTHR1 agonist inactive, TDP-43 yeast inh 5.3%, GLP1R cytotox 1.8%, GLP-1R inv ag -5.0%, aSyn rescue 7.4%, MmCpn inh -2.1%, Abeta rescue -3.7%, Akt phos inh inactive and FUS suppressor -3.9%.
For Cc1nc2nc(SCC(=O)Nc3ccccc3Cl)nn2c(C)c1Cc1ccccc1 the results were PTHR1 agonist inactive, TDP-43 yeast inh inconclusive, GLP1R cytotox 4.3%, GLP-1R inv ag inconclusive, Abeta rescue -16.8% and FUS suppressor inconclusive.
For Cc1cc2c(ncn2C(C)C)c(NS(=O)(=O)c2ccc(F)cc2)c1C the results were PTHR1 agonist -15.9%, TDP-43 yeast inh -16.9%, GLP1R cytotox 7.1%, GLP-1R inv ag inconclusive, aSyn rescue 2.6%, MmCpn inh 1.8%, Abeta rescue 8.7%, Akt phos inh inactive and FUS suppressor 3.3%.
For COc1ccc(NC(=O)c2ccco2)cc1NC(=O)c1cccs1 the results were PTHR1 agonist -2.0%[57.5 µM], TDP-43 yeast inh -12.3%, GLP1R cytotox -17.6%, GLP-1R inv ag 1.5%, aSyn rescue -3.0%, MmCpn inh -3.9%, Abeta rescue -26.3% and FUS suppressor 17.6%.
CN(CCOc1cccc2ccccc12)Cc1ccccc1 was read as PTHR1 agonist -1.3%, TDP-43 yeast inh 5.4%, GLP1R cytotox -11.8%, GLP-1R inv ag -26.5%, aSyn rescue 5.5%, MmCpn inh 1.0%, Abeta rescue -11.9%, Akt phos inh inactive and FUS suppressor -17.5%.
Screening O=C(O)CCn1c(SCc2cccc3ccccc23)nc2ccccc21 returned PTHR1 agonist -30.3%[inhibitor][57.5 µM], TDP-43 yeast inh 23.4%, GLP1R cytotox inconclusive, GLP-1R inv ag 0.0%, aSyn rescue -13.0%, MmCpn inh 0.8%, Abeta rescue 2.1%, Akt phos inh inactive and FUS suppressor 44.5%.
Nc1ccccc1N1CCOCC1 was read as PTHR1 agonist -3.9%[57.5 µM], TDP-43 yeast inh 23.8%, GLP1R cytotox -1.4%, GLP-1R inv ag -0.7%, aSyn rescue -9.1%, MmCpn inh inconclusive, Abeta rescue -1.8%, Akt phos inh inactive and FUS suppressor 13.0%.
Screening Cc1[nH]c2ccc(C(=O)NCCN3CCCCCC3)cc2c1C returned PTHR1 agonist inactive, TDP-43 yeast inh 8.9%, GLP1R cytotox -6.6%, GLP-1R inv ag -16.8%, aSyn rescue 9.9%, MmCpn inh -2.7%, Akt phos inh inactive and FUS suppressor 14.3%.
Cn1[nH]cc(C=NC(N)=O)c1=O was read as PTHR1 agonist 0.1%, TDP-43 yeast inh -9.6%, GLP1R cytotox 3.3%, GLP-1R inv ag 26.0%, aSyn rescue -1.6%, Abeta rescue -20.8% and Akt phos inh inactive.
O=C(CN1C(=O)C2(SCC(=O)N2c2ccc(F)cc2)c2ccccc21)NC1CCCCC1 (configuration not stated) was read as PTHR1 agonist inactive, TDP-43 yeast inh 21.7%, GLP1R cytotox -5.1%, GLP-1R inv ag -2.2%, aSyn rescue -7.0%, Abeta rescue -2.8% and FUS suppressor 14.8%.
O=C(NCCc1ccccc1)c1ccc2c(c1)CCN2S(=O)(=O)c1ccc(Cl)cc1 was read as PTHR1 agonist -57.2%[inhibitor], TDP-43 yeast inh 4.9%, GLP1R cytotox -2.7%, GLP-1R inv ag -17.5%, Abeta rescue -3.2% and FUS suppressor -22.0%.
COC(=O)[C@@]1(C)[C@H]2C(=O)N(Cc3ccccc3)C(=O)[C@H]2[C@H]2CN=C(SC)N21 was read as PTHR1 agonist 16.5%, TDP-43 yeast inh 0.0%, GLP1R cytotox 0.3%, GLP-1R inv ag 4.2%, aSyn rescue 8.4%, MmCpn inh 0.2%, Abeta rescue -12.8%, Akt phos inh inactive and FUS suppressor -5.5%.
`COc1cccc(CNCc2ccc(C(=O)O)cc2)c1OC` gave PTHR1 agonist inactive, TDP-43 yeast inh -6.1%, GLP1R cytotox -3.7%, GLP-1R inv ag 10.1%, aSyn rescue -6.8%, MmCpn inh 5.6%, Abeta rescue 13.0%, Akt phos inh inactive and FUS suppressor -4.7%.
Screening CCCC(=O)NC1=C(C#N)C2(CCCC2)Cc2ccccc21 returned PTHR1 agonist -11.0%, TDP-43 yeast inh -24.9%, GLP1R cytotox 2.4%, GLP-1R inv ag -0.5%, aSyn rescue 0.0%, MmCpn inh -1.0%, Abeta rescue -11.6%, Akt phos inh inactive and FUS suppressor 14.5%.
Screening NC(=O)c1ccccc1N/C=C/C(=O)c1ccco1 returned PTHR1 agonist -12.1%[57.5 µM], TDP-43 yeast inh 7.7%, GLP1R cytotox -1.9%, GLP-1R inv ag 7.4%, aSyn rescue 25.9%, MmCpn inh -3.0%, Abeta rescue 25.4%, Akt phos inh inactive and FUS suppressor 7.9%.
`CCOc1c(C)cc(S(=O)(=O)NCc2cccnc2)c(C)c1C` gave PTHR1 agonist inactive, TDP-43 yeast inh -5.9%, GLP1R cytotox 3.3%, GLP-1R inv ag 22.0%, aSyn rescue 0.5%, MmCpn inh 0.3%, Abeta rescue 14.4%, Akt phos inh inactive and FUS suppressor -3.5%.
Cc1nn(-c2cc(C)c3ccccc3n2)c2c1CCC2 was read as PTHR1 agonist inactive, TDP-43 yeast inh 20.4%, GLP1R cytotox 4.6%, GLP-1R inv ag -3.2%, aSyn rescue -0.8%, MmCpn inh -0.9%, Abeta rescue 17.8%, Akt phos inh inactive and FUS suppressor -2.5%.
`CCOC(=O)C(=CNc1ccccc1N1CCOCC1)C(=O)OCC` gave PTHR1 agonist 1.5%, TDP-43 yeast inh -13.4%, GLP1R cytotox 3.7%, GLP-1R inv ag 34.6%[activator], aSyn rescue 19.0%, MmCpn inh 3.4%, Abeta rescue -15.9%, Akt phos inh inactive and FUS suppressor 23.1%.
For CC(=O)C1(O)C(C)CC2C3CC(F)C4(O)CC(O)CCC4(C)C3CCC21C (configuration not stated) the results were PTHR1 agonist -18.1%, TDP-43 yeast inh -15.7%, GLP1R cytotox -7.5%, GLP-1R inv ag 7.7%, aSyn rescue 8.9%, Abeta rescue 1.1%, Akt phos inh inactive and FUS suppressor 10.4%.
COC(=O)C1=C(C(C)=O)C(c2ccc(C)cc2)n2nnnc2N1 (configuration not stated) was read as PTHR1 agonist inactive, TDP-43 yeast inh -5.8%, GLP1R cytotox 4.2%, GLP-1R inv ag 2.6%, aSyn rescue 0.7%, MmCpn inh 1.9%, Abeta rescue 5.5%, Akt phos inh inactive and FUS suppressor 15.8%.
`N#C/C(=C\c1cccs1)C(=O)Nc1nccs1` gave PTHR1 agonist -31.9%, TDP-43 yeast inh 10.6%[9.22 µM], GLP1R cytotox -18.8%[7.66 µM], GLP-1R inv ag 19.0%[7.66 µM], aSyn rescue -17.3%, MmCpn inh 3.1%, Abeta rescue -13.8%, Akt phos inh inactive and FUS suppressor -7.8%.
CCCC1OC23CCCCC2C(C#N)(C(=N)O3)C1(C#N)C#N (configuration not stated) was read as PTHR1 agonist -10.4%[57.5 µM], TDP-43 yeast inh -2.4%, GLP1R cytotox 76.8%[activator], GLP-1R inv ag 5.7%, aSyn rescue 17.5%, MmCpn inh -0.5%, Abeta rescue 8.3%, Akt phos inh inactive and FUS suppressor 8.4%.
Screening CCC(NC(=O)OCc1ccccc1)C(=O)Oc1ccc2ccc(=O)oc2c1 (configuration not stated) returned PTHR1 agonist inactive, TDP-43 yeast inh 2.4%, GLP1R cytotox 497.6%[activator], GLP-1R inv ag 7.5%, aSyn rescue -1.1%, MmCpn inh -13.2%, Abeta rescue -51.7%[inhibitor], Akt phos inh inactive and FUS suppressor 9.3%.
Screening COCCNC(=O)c1ccccc1NC(=O)c1cc(OC)cc(OC)c1 returned PTHR1 agonist -2.3%, TDP-43 yeast inh 14.0%, GLP1R cytotox -0.9%, GLP-1R inv ag 26.2%, aSyn rescue -27.7%, MmCpn inh 0.9%, Abeta rescue -14.3%, Akt phos inh inactive and FUS suppressor 5.2%.
Screening COc1ccccc1CNc1ncnc2c1c(-c1ccccc1)cn2-c1ccc(Br)cc1 returned PTHR1 agonist inactive, TDP-43 yeast inh 6.8%, GLP1R cytotox -11.0%, GLP-1R inv ag inconclusive, Abeta rescue 2.9% and FUS suppressor 22.9%.

The list is partial (hit frequency here may not be typical).
